Compound activity (PubChem)
Rhodamine autofl = qHTS Assay for Spectroscopic Profiling in Rhodamine Spectral Region; Rhodamine-region fluorescence, 547/598 nm, Tris buffer; hits give high values; max dye-equivalent concentration, M; 0.05% of 59,000 active; AID 594, 2007; in the data active means max dye-equivalent concentration above about 11 nM; inconclusive means between about 1.1 nM and that limit
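A six-point rhodamine series on each plate calibrates the signal. Compounds sit in 100 mM Tris (pH 8.0) for 15 min at ambient temperature before imaging through 547 nm/598 nm filters.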
HEK293 cAMP cs = qHTS Assay for Agonists of the Thyroid Stimulating Hormone Receptor: Activators of Intracellular cAMP Concentrations in Parental HEK 293. parental HEK293 CNG cAMP sensor, membrane potential fluorescence. Potency, µM (series often up to 57.1 µM), for the others: at the highest dose activation, most hits filed as activators. 2.5% of 73,000 active. AID 938, 2007; further: potency means the concentration at half of the fitted maximal effect; % of control where 0% means no effect; nearly all actives have a fitted effect of over 55% in size
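Parental HEK 293 cells stably expressing a cAMP-gated CNG channel were loaded with membrane potential dye containing 100 uM RO 20-1724 for 60 min. Compound added for 30 min; depolarization read as fluorescence intensity at 590 nm.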
BRCT inh red = qHTS Assay for Inhibitors of BRCT-Phosphoprotein Interaction (Red Fluorophore); AID 892, 2007; 0.03% of 75,000 active; BRCT-phosphopeptide binding, red fluorescence polarization; Potency, µM (series often up to 76.9 µM), for inactives: top-dose activity change, negative = inhibition, actives largely listed as inhibitors; Breast cancer type 1 susceptibility protein (Homo sapiens), P38398; further: on the % scale 0 is the no-effect control and ±100 the full control effect
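Rhodamine-labelled pBACH1 10-mer (100 nM) bound to BRCT domain (100 nM) at pH 7.3; compounds incubated 12 min room temperature, polarization read. Free peptide defines full inhibition; unlabelled decapeptide titrated as control.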
Pol III holo inh = qHTS Assay for Inhibitors of DNA Polymerase III Holoenzyme System; 0.25% of 71,000 active; reconstituted DNA polymerase III holoenzyme replication, biochemical; Potency, µM (series often up to 57.1 µM), without a hit: top-dose activity change, negative = inhibition; AID 603, 2007; further: potency means the concentration at half of the fitted maximal effect; on the % scale 0 is the no-effect control and ±100 the full control effect
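Reconstituted *E. coli* holoenzyme (0.35 nM Pol III, 1 nM beta, 154 nM SSB, 2 nM primase) was preincubated with compound for 15 min at RT. Synthesis on 1.4 nM ssM13Gori ran 35 min, then was stopped with PicoGreen/EDTA and read as dsDNA fluorescence.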
ALOX15 inhib = qHTS Assay for Inhibitors of 15-hLO (15-human lipoxygenase). Polyunsaturated fatty acid lipoxygenase ALOX15 (Homo sapiens), P16050. purified 15hLO-1, xylenol orange hydroperoxide absorbance. Potency, µM (series often up to 57.1 µM), for the others: top-dose activity change, negative = inhibition, most hits filed as inhibitors. 1.4% of 74,000 active. AID 887, 2007; further: potency means the concentration at half of the fitted maximal effect; on the % scale 0 is the no-effect control and ±100 the full control effect; nearly all actives have a fitted effect of over 55% in size
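Purified human 15hLO-1 (40 nM final) in 25 mM Hepes pH 7.5, 0.01% Triton X-100 was preincubated with compound 15 min at room temperature, then reacted 6 min with 50 uM arachidonic acid; hydroperoxide detected by Fe-XO, 573/405 nm absorbance ratio.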
BRCT inh green = qHTS Assay for Inhibitors of BRCT-Phosphoprotein Interaction (Green Fluorophore). Breast cancer type 1 susceptibility protein (Homo sapiens), P38398. BRCA1 BRCT-phosphopeptide binding, green fluorescence polarization. Potency, µM (series often up to 76.9 µM), without a hit: top-dose activity change, negative = inhibition, usual class: inhibitors. 0.05% of 75,000 active. AID 875, 2007;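 further: potency means the concentration at half of the fitted maximal effect; plate controls were peptide without protein for full effect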
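Compounds were incubated for 12 min at room temperature with a complex of 100 nM fluorescein-tagged pBACH1 decapeptide and 250 nM His-tagged BRCT protein. Buffer was phosphate pH 7.3 with EDTA, DTT and Tween 20. Disruption of binding lowers the polarization signal.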
HADH2 inh = qHTS Assay for Inhibitors of HADH2 (Hydroxyacyl-Coenzyme A Dehydrogenase, Type II); recombinant HADH2, NADH fluorescence, beta-hydroxybutyryl-CoA; 3.4% of 73,000 active; Potency, µM (titrated, usually from 57.1 µM), inactives show at the top dose activity change, negative = inhibition, most hits filed as inhibitors; further: potency means the concentration at half of the fitted maximal effect; on the % scale 0 is the no-effect control and ±100 the full control effect; nearly all actives have a fitted effect of over 60% in size; many of its hits are not listed in these tables
Target sequence (Q99714 whole entry, looked up, one chain of several): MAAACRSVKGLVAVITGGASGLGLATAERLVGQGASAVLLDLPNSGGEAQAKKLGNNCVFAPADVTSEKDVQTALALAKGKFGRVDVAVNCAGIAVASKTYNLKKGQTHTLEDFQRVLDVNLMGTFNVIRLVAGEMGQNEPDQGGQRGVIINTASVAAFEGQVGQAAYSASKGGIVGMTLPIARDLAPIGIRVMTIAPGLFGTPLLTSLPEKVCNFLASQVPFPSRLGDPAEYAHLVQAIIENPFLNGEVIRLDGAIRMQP
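Activity measured as NADH fluorescence gain (360/450 nm), taken as the change between first and last reads of a 4-min kinetic run. Conditions: pH 9.0 Tris buffer, 20 nM E. coli-expressed His-tagged enzyme, 1 mM NAD+, 90 uM beta-hydroxybutyryl-CoA; 15-min compound preincubation.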
Tau fil binding = qHTS Assay for Tau Filament Binding; Microtubule-associated protein tau (Homo sapiens), P10636; AID 596, 2007; 2% of 71,000 active; recombinant tau filaments, thioflavin S fluorescence, 15 h; filaments grown with octadecylsulfate alongside compound; Potency, µM (top dose mostly 57.1 µM), for inactives: top-dose activity change, negative = inhibition;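 further: potency means the concentration at half of the fitted maximal effect; on the % scale 0 is the no-effect control and ±100 the full control effect; actives lower thioflavin S fluorescence by blocking filaments or displacing dye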
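Assay mix: 1 uM His-tagged tau, 30 uM sodium octadecylsulfate, thioflavine S dye in HEPES/NaCl/DTT buffer. Compound is added prior to the inducer. Fluorescence after 15 h at 37 C.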
Casp1 inh = qHTS Assay for Allosteric/Competitive Inhibitors of Caspase-1; Caspase-1 enzyme, Ac-WEHD-AFC fluorogenic rate; Potency, µM (titrated, usually from 57.5 µM), without a hit: at the highest dose activity change, negative = inhibition, hits mostly inhibitors; 0.03% of 75,000 active;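 further: potency means the concentration at half of the fitted maximal effect; plate controls were vehicle for no effect and no substrate for full effect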
Target sequence (P29466 120-297 limits assumed): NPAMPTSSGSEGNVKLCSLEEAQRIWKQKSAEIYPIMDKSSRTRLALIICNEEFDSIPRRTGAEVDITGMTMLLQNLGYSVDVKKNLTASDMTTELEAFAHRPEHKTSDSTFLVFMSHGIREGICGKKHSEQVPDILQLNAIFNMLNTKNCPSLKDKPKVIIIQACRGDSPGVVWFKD
Target sequence (P29466 317-404 limits assumed): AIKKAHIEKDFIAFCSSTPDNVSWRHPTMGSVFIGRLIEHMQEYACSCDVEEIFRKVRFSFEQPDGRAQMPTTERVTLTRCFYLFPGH
Casp7 inh = qHTS Assay for Allosteric/Competitive Inhibitors of Caspase-7; 0.02% of 75,000 active; AID 889, 2007; recombinant caspase-7, Ac-DEVD-AFC fluorescence rate; Potency, µM (doses to about 57.5 µM), for inactives: top-dose activity change, negative = inhibition, most hits filed as inhibitors; active means well fitted inhibition curve with a large enough effect in the main read-out, with a control signal flat, not every such curve was filed as active; inconclusive means small, poorly fitted or top-dose-only effect, or a change in a side signal; further: potency means the concentration at half of the fitted maximal effect; % of control where 0% means no effect
Target sequence (P55210 24-198 limits assumed): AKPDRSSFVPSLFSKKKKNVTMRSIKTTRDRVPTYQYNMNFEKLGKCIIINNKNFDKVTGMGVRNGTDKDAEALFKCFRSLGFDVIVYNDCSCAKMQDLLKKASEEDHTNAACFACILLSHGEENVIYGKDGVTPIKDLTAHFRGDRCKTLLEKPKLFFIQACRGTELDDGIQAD
Target sequence (P55210 207-303 limits assumed): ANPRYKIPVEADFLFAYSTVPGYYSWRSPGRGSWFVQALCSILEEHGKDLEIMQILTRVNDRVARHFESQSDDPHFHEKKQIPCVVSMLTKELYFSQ
USP2a inh = qHTS Assay for Inhibitors of Ubiquitin-specific Protease USP2a; Ubiquitin carboxyl-terminal hydrolase 2 (Homo sapiens), O75604; USP2a enzymatic assay, qHTS inhibition; Potency, µM (series often up to 38.3 µM), without a hit: top-dose activity change, negative = inhibition, hits mostly inhibitors; 0.1% of 60,000 active; AID 927, 2007;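 further: potency means the concentration at half of the fitted maximal effect; nearly all actives have a fitted effect of over 60% in size; plate controls were DMSO for no effect and NEM full inhibition control for full effect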
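Inhibition is measured in a cell-free coupled assay with 20 nM USP2 core, 20 nM Ub-PLA2 and 20 uM NBD C6-HPC, 2.5 h incubation. Activity normalized to NEM control.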
Active calls of the source: *; i = inactive; u = inconclusive; x = not tested or not shown; [ ] = remark or other dose. Unless noted, the call rests on the fitted dose curve; in most records, active means well fitted curve in the direction sought with a large enough effect; inconclusive means small, poorly fitted or top-dose-only effect, or another doubt; inactive means no such curve, though single readings can be large; an effect the other way counts as inactive or inconclusive.

SMILES	Rhodamine autofl	HEK293 cAMP cs	BRCT inh red	Pol III holo inh	ALOX15 inhib	BRCT inh green	HADH2 inh	Tau fil binding	Casp1 inh	Casp7 inh	USP2a inh
COc1cccc(CNC(=O)CCNS(=O)(=O)c2cccs2)c1	i	-4%	0.1%	5%	4%	0.8%	6%	2%	1%	1%	5%
CC(C)CN1CCCC2(CCN(S(=O)(=O)c3ccccc3)CC2)C1	i	u	1.2%	6%	13%	-2.4%	3%	-2%	-2%	-1%	31%[activator]
COCCn1nnnc1CN1CCN(c2cccc(C(F)(F)F)c2)CC1	i	3%	0.1%	0%	6%	0.6%	-1%	1%	5%	0%	12%
CCS(=O)(=O)NCC(c1cccnc1)N1CCN(c2ccc(F)cc2)CC1 (stereo not drawn)	i	4%	0.3%	-4%	-3%	6.1%	6%	0%	1%	0%	0%
CCOc1cccc(-c2nnc3sc(COc4ccc(Cl)cc4)nn23)c1	i	16µM*	0.6%	-2%	1%	2.3%	-6%	34%	-2%	-2%	4%
CCCC[C@@H]1C[C@H]1C(NC(=O)c1ccccc1)c1ccc(C(=O)OC)cc1 (stereo partly drawn)	x	16µM*	-0.7%	1%	x	-2.7%	13%	6%	-2%	-2%	x
CC1=CC(c2ccccc2)n2nc(N3C(=O)c4ccccc4C3=O)nc2N1 (stereo not drawn)	i	-6%	1.7%	-1%	0%	1.0%	-2%	0%	-2%	-4%	-3%
C/C(CCC(=O)OC[C@@H]1O[C@H](C#Cc2ccccc2)C=C[C@@H]1Oc1ccc(C)cc1)=N/O[C@@H](C)c1cn([C@H]2COC[C@H]2O)nn1	x	11%[11.4 µM]	0.2%[15.4 µM]	x	-1%[11.4 µM]	-0.1%[15.4 µM]	17%[11.4 µM]	x	-1%[11.5 µM]	-3%[11.5 µM]	x
O=C(CCCN1C(=O)c2ccccc2C1=O)N1CCN(c2ccccn2)CC1	i	-3%	-1.1%	-4%	0%	-5.6%	31%	8%	-1%	-1%	-6%
C[C@H]1COC(=O)[C@H]2CCCN2C(=O)[C@@H](C)COC(=O)[C@H]2CCCN2C1=O	x	0%[11.4 µM]	1.0%[15.4 µM]	x	3%[11.4 µM]	-2.3%[15.4 µM]	8%[11.4 µM]	x	-1%[11.5 µM]	-1%[11.5 µM]	x
CCN1CCN(c2nc3c(c(=O)n(C)c(=O)n3C)n2Cc2cccc3ccccc23)CC1	i	-1%	-0.4%	-5%	0%	0.8%	7%	25%	-1%	0%	17%
O=C1c2ccccc2C(=O)N1c1ccc(S(=O)(=O)N2CCN(c3ccccc3)CC2)cc1	i	-7%	-0.7%	1%	8%	-1.7%	28%	-1%	-2%	2%	x
Cc1ccc2cc(CCNC(=O)CC(C)C)c(=O)[nH]c2c1	x	8%	0.6%	-4%	-7%	-2.1%	-9%	-8%	-2%	1%	x
Clc1cccc2c1CN(C1=NCCN1)C2	x	u	-3.3%	-9%	-14%[25.6 µM]	-3.0%	-8%	2%	-1%	1%	x
O=C(C1CCC(C(=O)N2CCc3ccccc32)CC1)N1CCc2ccccc21 (stereo not drawn)	i	u	0.5%	2%	14%	-1.4%	11%	2%	2%	-2%	-13%
CCC/C=C(\CCC)C(NS(=O)(=O)c1ccc(Cl)cc1)c1ccccc1 (stereo not drawn)	x	19%	-0.8%	-3%	x	0.7%	3%	u	u	-2%	x
CCOc1ccc(CN2CCN(C(=O)c3ccccc3)CC2)cc1	i	4%	0.4%	4%	-1%	-1.4%	9%	4%	1%	2%	0%
O=C(NCc1ccco1)c1cccc(S(=O)(=O)N2CCCCC2)c1	i	2%	-1.0%	-3%	6%	1.0%	1%	9%	0%	-2%	7%
O=C(CSc1nc(-c2ccco2)cc(C(F)(F)F)n1)NCCc1ccccc1	i	u	-0.3%	-12%	7%	-1.7%	8%	-10%	-3%	-1%	27%
CCN[C@@H]1CN(CCCOC)S(=O)(=O)c2sc(S(N)(=O)=O)cc21	i	-3%[25.6 µM]	0.2%[34.4 µM]	2%[25.6 µM]	16%[25.6 µM]	-1.2%[34.4 µM]	1%[25.6 µM]	8%[25.6 µM]	1%[25.7 µM]	2%[25.7 µM]	-6%[17.1 µM]
CC(C)(/C=N/O)/[N+]([O-])=C/c1ccccc1C(F)(F)F	i	2%	2.5%	2%	-6%	-6.5%	1%	-17%	2%	-2%	1%
CCOc1cccc(NC(=O)C2CCCN(S(=O)(=O)c3ccc(-n4cnnn4)cc3)C2)c1 (stereo not drawn)	i	-7%	0.6%	-6%	-3%	0.4%	11%	184%	-2%	1%	10%
COCCNc1ccnc(-c2ccccc2C)n1	i	13%	0.3%	-9%	13µM*	-1.4%	u	-12%	-3%	-16%	-12%
COc1cc(C(=O)Nc2cc(-c3nc4cc(C)ccc4o3)ccc2C)cc(OC)c1OC	x	6%	0.0%	1%	3%	-1.8%	19%	i	-7%	-4%	12%
O=S(=O)(NCC1CCCO1)c1ccc2oc3ccc(S(=O)(=O)NCC4CCCO4)cc3c2c1 (stereo not drawn)	i	4%	1.9%	-1%	-4%	3.9%	7%	-4%	0%	-1%	23%
SMILES	Rhodamine autofl	HEK293 cAMP cs	BRCT inh red	Pol III holo inh	ALOX15 inhib	BRCT inh green	HADH2 inh	Tau fil binding	Casp1 inh	Casp7 inh	USP2a inh
Fc1c(F)c(F)c(CSc2nc3ccccc3[nH]2)c(F)c1F	x	u	-1.9%	-10%	u	-1.9%	u	-13%	0%	-2%	3%
CN(c1ccccc1C(N)=O)S(=O)(=O)c1ccccc1	i	16%	-0.6%	7%	-8%	0.9%	5%	-8%	0%	-4%	-5%
CC1CCCC(NC2CCCCNC2=O)C1 (stereo not drawn)	x	7%[11.4 µM]	0.7%	5%[11.4 µM]	-4%[11.4 µM]	-0.8%	3%[11.4 µM]	-8%[11.4 µM]	-1%	1%	-2%[7.66 µM]
CN1CCN(Cc2cc(=O)oc3ccc(Cl)cc23)CC1	i	11%	-0.9%	-2%	-2%	-3.0%	4%	-11%	2%	-2%	6%
CCCn1c(=O)[nH]c(=O)c2c1nc(-c1ccc3c(c1)OCCO3)n2CCN1CCOCC1	i	-7%	0.6%	-6%	3%	-0.8%	-7%	-4%	-1%	-1%	-4%
COCC(=O)N1CCC2(CC1)CN(c1ccccc1)C2	i	8%	0.9%	-3%	-4%	-3.7%	7%	8%	0%	0%	8%
COc1ccc(Cl)cc1S(=O)(=O)N1CCN(C(=O)COc2ccccc2)CC1	i	15%	0.4%	1%	1%	0.7%	2%	-5%	1%	-1%	17%
O=C(CN1CCN(c2ncccn2)CC1)NCCC1=CCCCC1	i	-5%	-0.5%	-5%	-19%	-0.8%	9%	-2%	0%	-1%	-14%
CSC(=NCc1cccnc1)NS(=O)(=O)c1cccs1	i	-1%	-0.4%	1%	2%	-2.2%	5%	-10%	1%	1%	6%
COC(=O)c1ccc(NC(=O)C2CCCN2S(=O)(=O)c2ccc(F)cc2)cc1 (stereo not drawn)	i	6%	0.8%	-8%	-16%	0.3%	-5%	-7%	-1%	3%	x
CC(=O)NCCc1ccc(S(=O)(=O)N2CCCC2)cc1	x	12%	0.4%	1%	0%	-1.7%	12%	4%	2%	-1%	3%
COc1ccccc1CN1CC(C(=O)NCC2CCCO2)CC1=O (stereo not drawn)	i	-2%	-1.0%	-11%	6%	-1.2%	-7%	0%	2%	1%	7%
O=C1Cc2ccccc2C(c2ccccc2)N1 (stereo not drawn)	x	-3%	-0.3%	1%	-4%	1.9%	5%	-2%	0%	0%	-4%
CCOC(=O)c1oc2ccccc2c1NC(=O)c1cccs1	i	u	0.0%	0%	0%	-0.2%	205%[activator]	32%	1%	0%	10%
Cc1nnc(SCC(=O)Nc2ccc(N3CCOCC3)cc2)o1	i	9%	1.3%	-1%	-3%	-0.7%	2%	-8%	-1%	-1%	5%
CCc1ccc(S(=O)(=O)NCCc2cn3ccsc3n2)s1	x	-4%	-1.1%	-3%	-4%	-1.5%	7%	-13%	-13%	1%	x

Only part of the results is shown; count on the stated rates, not on these rows.
